High-throughput results: PubChem, National Center for Advancing Translational Sciences (NCATS)
uPA surface inh – inhibitors of cell surface uPA generation; cell surface uPA generation assay, qHTS; Potency, µM (doses to about 38.3 µM), for the others: top-dose activity change, negative = inhibition, actives largely listed as inhibitors; 330,000 tested, 0.31% active; AID 540303; active = well fitted inhibition curve with a large enough effect; inconclusive = small, poorly fitted or top-dose-only effect; inactive = no such curve, though single readings can be large or run the other way; tested in mouse RAW 264.7 cells; also: potency is read from the fitted curve at half-maximal effect; % is scaled to controls: 0 for no effect and ±100 for the full control effect; nearly all actives have a fitted effect of over 55% in size
FLuc counter – firefly luciferase modulation, counter-screen for miR-21 project. 360,000 tested, 6.9% active. P08659. Potency, µM (top dose mostly 57.5 µM), for the others: top-dose activity change, negative = inhibition, usual class: inhibitors. purified FLuc, Km substrates, luminescence inhibition;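 also: potency is read from the fitted curve at half-maximal effect; plate controls were vehicle for no effect and reference inhibitor for full effect; nearly all actives have a fitted effect of over 55% in size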
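Purified P. pyralis luciferase (10nM final) with 10uM D-luciferin and 10uM ATP (Km levels) in 50mM Tris acetate pH 7.5, 10mM Mg acetate, 0.01% Tween-20, 0.05% BSA; qHTS 6-point titration, ~60 µM downward; luminescence read.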
Rab9 promoter act – activators of Rab9 promoter | 320,000 tested, 2.8% active | Huh7 Rab9 promoter-luciferase reporter, luminescence, 24 h | Potency, µM (doses to about 9.22 µM), without a hit: top-dose activation, negative = inhibition, usual class: activators; also: potency is read from the fitted curve at half-maximal effect; % of control where 0% means no effect; nearly all actives have a fitted effect of over 60% in size
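Promoter activation is measured as luciferase luminescence in Huh7 cells stably transfected with a Rab9 promoter–luciferase construct, following 24 h compound exposure at 37 °C and 10 min reagent incubation at ambient temperature.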
NPC1 promoter act – activators of NPC1 promoter. Huh7 NPC1 promoter luciferase reporter, 24 h. 320,000 tested, 2.4% active. Potency, µM (top dose mostly 9.22 µM), for inactives: top-dose activation, usual class: activators;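 also: potency is read from the fitted curve at half-maximal effect; % of control where 0% means no effect; nearly all actives have a fitted effect of over 60% in size; reporter is driven by a mutant NPC1 promoter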
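Huh7 cells stably carrying NPC1 promoter–luciferase, plated in Opti-MEM with 10% FBS for 2 h, were exposed to compound in DMSO for 24 h at 37 °C; luciferase reagent was added for 10 min and luminescence read.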
KCNH2 3.1 inh – blocks the human KCNH2 3.1 channel isoform; U2OS KCNH2 3.1, thallium flux FluxOr; stronger effect = lower value; activity change, % (tested at about 1.8 µM); 340,000 tested, 0.95% active;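 active = maximum activity change below -70%; inconclusive = maximum activity change from -70% to -50%; inactive = maximum activity change above -50%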;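 also: thallium influx rate constant from kinetic fluorescence after stimulation buffer; % is scaled to controls: 0 for no effect and ±100 for the full control effect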
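Thallium flux via FluxOr fluorescence (Red40 quencher, 45 min loading) in U2OS cells virally expressing the KCNH2 3.1 isoform (1.77 x 10^8 /mL virus, overnight at 37 C). Rate constants from 2-min kinetic reads post-stimulation, normalised to positive and negative controls.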
VP16 counter – inhibits Gal4-VP16 luciferase reporter, ROR gamma counter-screen | Drosophila S2 Gal4-VP16 UAS-luciferase, luminescence, 20 h | Potency, µM (highest dose often 53.6 µM), for inactives: top-dose activity, negative = inhibition, usual class: inhibitors | 310,000 tested, 3.5% active | AID 2546;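 also: Gal4-VP16 expression switched on by copper sulfate through the metallothionein promoter; potency is read from the fitted curve at half-maximal effect; % is scaled to controls: 0 for no effect and ±100 for the full control effect; nearly all actives have a fitted effect of over 50% in size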
Giardia kill – Giardia lamblia killing | Giardia lamblia trophozoite viability | activity change, % at 7.66 µM, hits read low | 340,000 tested, 0.15% active | AID 540267; in the data active = activity change below about -80%; inconclusive = between about -30% and that limit;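 also: parasites exposed to compound for two days anaerobically before the ATP read; % is scaled to controls: 0 for no effect and ±100 for the full control effect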
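Trophozoite viability was measured as ATP-dependent luminescence, read 15-30 min after reagent addition. Before that, parasites at 100 cells/well were exposed to compounds for 48 h, anaerobically, at 37 deg C.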
ELG1 genotox – induces genotoxicity in HEK293T cells with luciferase-tagged ELG1; HEK293T ELG1-luciferase reporter, luminescence, 16 h; Potency, µM (titrated, usually from 46 µM), for the others: top-dose activity change, positive = activation, most hits filed as activators; 330,000 tested, 1.3% active; AID 504466; also: potency is read from the fitted curve at half-maximal effect; % of control where 0% means no effect; nearly all actives have a fitted effect of over 60% in size
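After overnight (16 hr) compound treatment at 37 °C, ELG1-luciferase HEK293T cells were lysed with ONE-Glo; luminescence quantified 30 min later at room temperature.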
FBPA coupling cs – inhibits coupling enzyme system, counter-screen for aldolase hits; AID 2472; 290,000 tested, 0.67% active; activity change, negative = inhibition, % at 58.2 µM, hits read low; coupling enzyme system counterscreen, AmpLite Red fluorescence; in the data active = activity change below about -30%; also: % is scaled to controls: 0 for no effect and ±100 for the full control effect
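Coupling enzymes only (glyceraldehyde-3-phosphate) + compound, at 57.5 uM final, 10 min RT; add substrate/coupling/AmpLite Red mix, 20 min RT; fluorescence ex 525/em 598 nm. Actives flag coupling-system interference.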
Tb PFK block – T. brucei PFK enzyme inhibition; O15648; T. brucei PFK, ADP-Glo luminescence; Potency, µM (series often up to 57.5 µM), without a hit: at the highest dose activity, negative = inhibition, hits mostly inhibitors; 330,000 tested, 0.17% active; AID 485367;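 also: potency is read from the fitted curve at half-maximal effect; 0% = uninhibited 1x PFK enzyme wells and -100% = no-enzyme wells; nearly all actives have a fitted effect of over 60% in size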
Target sequence (O15648 whole entry, looked up): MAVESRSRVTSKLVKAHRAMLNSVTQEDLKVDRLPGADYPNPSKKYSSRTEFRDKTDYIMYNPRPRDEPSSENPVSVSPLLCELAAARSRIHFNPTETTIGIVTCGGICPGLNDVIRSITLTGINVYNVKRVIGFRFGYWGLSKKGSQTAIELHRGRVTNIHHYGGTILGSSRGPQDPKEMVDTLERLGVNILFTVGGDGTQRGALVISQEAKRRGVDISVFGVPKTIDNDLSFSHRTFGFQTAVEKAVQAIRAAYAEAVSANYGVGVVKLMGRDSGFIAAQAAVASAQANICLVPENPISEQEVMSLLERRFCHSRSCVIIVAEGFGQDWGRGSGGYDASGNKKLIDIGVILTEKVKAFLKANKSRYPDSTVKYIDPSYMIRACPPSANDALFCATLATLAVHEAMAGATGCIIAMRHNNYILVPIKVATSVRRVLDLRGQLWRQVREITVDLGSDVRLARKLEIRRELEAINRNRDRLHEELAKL
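Activity is normalized to no-enzyme wells (full inhibition) and 1.25 nM enzyme wells (no inhibition). Reaction: 0.5 mM F6P, 0.1 mM ATP, 45 min RT, ADP-Glo luminescence; concentration-response curves fitted and classed by quality.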
RORgamma inh – inhibitors of mouse ROR gamma transcriptional activity. Drosophila S2 Gal4-RORgamma UAS-luciferase reporter, 20 h. Potency, µM (doses to about 53.6 µM), inactives show at the top dose activity change, negative = inhibition, most hits filed as inhibitors. 310,000 tested, 5.4% active. AID 2551. P51450; also: potency is read from the fitted curve at half-maximal effect; % is scaled to controls: 0 for no effect and ±100 for the full control effect; nearly all actives have a fitted effect of over 60% in size
Target sequence (P51450 whole entry, looked up, the tested form may be a part): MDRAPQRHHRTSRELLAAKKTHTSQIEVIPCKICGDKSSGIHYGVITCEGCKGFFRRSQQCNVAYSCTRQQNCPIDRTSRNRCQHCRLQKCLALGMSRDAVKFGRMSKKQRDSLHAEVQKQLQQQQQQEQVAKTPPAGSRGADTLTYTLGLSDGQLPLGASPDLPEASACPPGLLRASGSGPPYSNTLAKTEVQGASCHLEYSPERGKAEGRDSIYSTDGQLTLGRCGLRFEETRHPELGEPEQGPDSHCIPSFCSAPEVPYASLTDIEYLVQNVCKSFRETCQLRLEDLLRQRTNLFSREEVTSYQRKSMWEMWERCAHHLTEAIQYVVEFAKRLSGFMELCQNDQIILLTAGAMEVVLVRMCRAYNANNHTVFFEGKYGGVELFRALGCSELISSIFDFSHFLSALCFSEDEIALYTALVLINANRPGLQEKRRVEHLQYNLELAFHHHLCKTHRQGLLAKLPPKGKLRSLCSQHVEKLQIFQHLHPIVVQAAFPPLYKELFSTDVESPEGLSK
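A Gal4/UAS one-hybrid system in insect cells: metallothionein-promoter Gal4–ROR gamma fusion plus Photinus luciferase reporter. Copper sulfate 700 uM final, 20 hr ambient incubation, luminescent detection after 10 min with reagent.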
Numbers without * were called inactive; ? = inconclusive; . = no result given; [ ] = another dose, or the depositor's remark. Unless noted, calls follow the shape of the dose curve; as a rule, active = well fitted curve in the direction sought with a large enough effect; inconclusive = small, poorly fitted or top-dose-only effect, or another doubt; inactive = no such curve, though single readings can be large; an effect the other way counts as inactive or inconclusive.

Compound,uPA surface inh,FLuc counter,Rab9 promoter act,NPC1 promoter act,KCNH2 3.1 inh,VP16 counter,Giardia kill,ELG1 genotox,FBPA coupling cs,Tb PFK block,RORgamma inh
CCOc1ccc2cc(C3CC(c4ccco4)=NN3S(C)(=O)=O)c(Cl)nc2c1 (stereo unspecified),8%,-9%,-3%,-3%,2,8%,-2,-5%,2,0%,25%
Cc1cccc(CCNC(=O)c2cccc(NC3=NC4CS(=O)(=O)CC4S3)c2)c1 (stereo unspecified),-6%,?,0%,-2%,10,-3%,2,6%,0,1%,-11%
Cc1cc(NC(=O)CCCn2cc([N+](=O)[O-])cn2)n(Cc2ccc(F)cc2)n1,7%,-3%,-4%,-13%,2,-3%,-10,0%,6,-1%,19%
CC(=O)Nc1ccc(NC(=O)c2ccccc2Sc2ccc([N+](=O)[O-])cc2Cl)cc1,1%,-1%,-10%,-2%,.,-11%,-20,-2%,-12,-4%,14%
O=C(NCCc1ccccc1)Oc1ccc(Cl)cc1,-9%,?,8%,2%,1,-4%,-7,?,0,-9%,-4%
CN(CCCC1CCCC1)C(=O)c1cc(COc2ccc(F)c(F)c2)on1,-7%,-3%,-2%,0%,-4,2%,17,-1%,4,1%,?
Cc1onc(-c2ccccc2)c1C(=O)NC(C)C,-2%,5%,5%,-2%,-1,7%,-28,6%,2,1%,14%
Cc1ccc(C)c2[nH]c(=O)c(C(c3nnnn3C(C)(C)C)N3CC=C(c4ccc(F)cc4)CC3)cc12 (stereo unspecified),-1%,-1%,-1%,-2%,-14,-10%,-6,-7%,-3,2%,7%[10 µM]
CCO[C@H]1OC(C(=O)NCc2ccccc2)=C[C@@H](c2ccc(C(F)(F)F)cc2)[C@@H]1CCCO,-8%,-2%,-4%,-4%,-14,-13%,-2,-6%,-6,4%,?
Cc1ccc(-n2c(=S)[nH]c3sc4c(c3c2=O)CCC4)cc1,0%,?,-3%,-3%,-9,3.5µM*,7,0%,6,1%,1.1µM*
Cc1cc2ccccc2n1CCNC(=O)c1ccc(S(=O)(=O)N2CCCCC2)cc1,-3%,0%,-2%,6%,-11,-13%,-12,-2%,-8,-9%,-1%
O=C(Cn1cnc2c(cnn2-c2ccccc2)c1=O)NCc1ccccc1,-10%,0%,21%,0%,24,-12%,6,1%,2,-5%,30%
Cc1nn(-c2ccccc2)c(C)c1CNC(=O)c1ccc(S(=O)(=O)NCc2ccco2)cc1,5%,.,.,.,29,.,3,6%,.,-1%,.
CC(C)CC1=NN(C(=O)c2ccncc2)C(O)(C(F)(F)F)C1 (stereo unspecified),4%,5%,1%,-3%,-2,?,6,-5%,3,-3%,-41%
COc1ccc(/C(N)=N/O)c(OC)c1,3%,-2%,1%,-3%,-5,5%,?,0%,0,-4%,-15%
CCCN1CNC(=S)N(c2ccccc2C)C1,-3%,-5%,-2%,3%,0,?,3,10%,-1,0%,11µM*
Cc1sc2ncn(CC(=O)NCCCC(=O)N3CCC(C(N)=O)CC3)c(=O)c2c1C,2%,-2%,2%,-1%,13,0%,4,-2%,-1,-4%,-6%
S=c1[nH]nc(-c2ccncc2)n1/N=C/c1cccc2ccccc12,.,8%,-2%,-3%,.,-9%,.,3%,1,0%,-10%
CSc1sc(C(=O)NN)c2c1C1(CCC2)SCCS1,-1%,-2%,-1%,-1%,-3,-2%,-15,-2%,-2,4%,?
Cc1cc(C)c(S(=O)(=O)/N=C2\C=C(NS(=O)(=O)c3ccccc3)C(=O)c3ccccc32)c(C)c1,4%,-16%,10%,10%,-8,7%,14,2%,-20,-8%,-9%
O=C(NC(CC(=O)N1CCN(c2ccc([N+](=O)[O-])cc2)CC1)c1ccccc1)c1ccccc1Cl (stereo unspecified),-6%,3%,-2%,-1%,-107*,-9%,3,-3%,2,3%,?
c1ccc2[nH]c(SN3CCOCC3)nc2c1,.,?,-2%,-3%,.,-9%,.,-1%,1,2%,16%
CCN(CC)c1ccc(C(=C2C=CC(=[N+](CC)CC)C=C2)c2ccccc2)cc1,-8%,.,.,.,-24,35µM*,1,.,-17,.,2.5µM*
O=C(CCc1ccccc1)Nc1cccc([N+](=O)[O-])c1,-2%,-14%,0%,8%,-13,-18%,7,-1%,0,-14%,7%
Cc1ccc(NC(=O)CSC2=NN3CCCC(=O)N=C3S2)c(C)c1,7%,1%,8%,0%,-15,-2%,10,-1%,-1,3%,0%
COc1ccc(NC(=S)c2ccc3ccccc3n2)cc1,5%,13µM*,4µM*,3.2µM*,-12,13µM*,-19,?,-1,-28%,4µM*
COc1ccc(NC(=O)Cc2csc(NC(=O)Nc3ccccc3OC)n2)c(OC)c1,7%,?,-4%,-3%,-11,.,8,-22%,.,-5%,.
Cc1c(C(=O)COC(C)(C)C)[nH]c2ccccc12,-2%,?,0%,6%,2,-10%,3,0%,5,-2%,-27%
Cc1ccc(S(=O)(=O)N(C)C[C@@H]2Oc3ccc(NC(=O)Nc4cccc5ccccc45)cc3C(=O)N([C@H](C)CO)C[C@H]2C)cc1,7%,.,.,.,2,.,10,1%,.,-5%,.
COc1cccc(-n2c(CN3CCN(Cc4ccccc4)CC3)nc3ccc([N+](=O)[O-])cc3c2=O)c1,.,-2%,0%,2%,.,-9%,.,-1%,-5,5%,-7%[10 µM]
Cn1c(=O)oc2cc(S(=O)(=O)NCCC(=O)NCc3ccccc3Cl)ccc21,1%,-3%,-1%,0%,21,0%,-14,0%,.,3%,25%
CCOc1ccccc1N=Nc1c(C)[nH]n(C(N)=S)c1=O,2%,1%,2%,16%,-11,1.3µM*,2,-10%,-3,-2%,0.45µM*
COc1ccc(C2=NOC(Cn3nc(-c4ccccc4)cc3C(=O)NCc3cccs3)C2)cc1 (stereo unspecified),3%,.,.,.,20,.,13,-5%,.,9%,.
Cc1ccc(NC(=O)COC(=O)c2ccc(-n3nc(C)cc3C)cc2)c(F)c1,-1%,.,.,.,5,.,-1,0%,.,3%,.
Nc1ccccc1SC1CC(=O)N(Cc2ccccc2)C1=O (stereo unspecified),3%,1%,-6%,0%,3,0%[10 µM],9,4%,-1,-5%,5%
CCOC(=O)c1cc(CC)sc1NC(=O)c1cccc(N2C(=O)CCC2=O)c1,-3%,-9%,-2%,0%,-8,-13%,-10,-3%,1,-7%,?
S=c1[nH]c2ccc(Cc3ccc4[nH]c(=S)[nH]c4c3)cc2[nH]1,-8%,-15%,4%,-6%,20,-11%,6,5%,0,-7%,2%
COc1ccccc1N(CC(=O)N/N=C(\C)c1cccc(Br)c1)S(C)(=O)=O,3%,1%,-2%,-4%,-6,5%,10,-2%,1,0%,3%
O=C(Nc1ccc(Cl)cc1C(F)(F)F)C(Sc1cccc[n+]1[O-])c1ccccc1 (stereo unspecified),1%,0%,-6%,0%,15,-6%,?,0%,4,-1%,-38%
CCOc1ccc(CCNC(=O)COC(=O)c2cccc(N(C)C)c2)cc1OCC,-10%,-13%,1.6µM*,4µM*,4,.,0,1.8µM*,.,-1%,.
COc1ccc(N2CCN(C(=O)COC(=O)c3ccco3)CC2)cc1,?,-2%,0%,-2%,2,-8%,-5,8%,.,-1%,0%
COc1ccc(-c2n[nH]c(=S)nc2-c2ccc(OC)cc2)cc1,-11%,-1%,-5%,-5%,-11,?,-17,5%,7,-1%,7.1µM*
Cc1ccc2c(c1)C1C[N+](C)(CC(=O)Nc3ccccc3Cl)CCC1N2C(=O)c1ccccc1Cl (stereo unspecified),1%,.,.,.,1,.,7,2%,.,2%,.
CC(=O)c1ccc(N2CCN(C(=O)CCCn3c(=O)[nH]c4ccc(Br)cc4c3=O)CC2)cc1,?,2%,-3%,-6%,-29,-9%,-13,-14%,3,-3%,?
COC(=O)c1cccc([N+](=O)[O-])c1CN1CCCC(C(N)=O)C1 (stereo unspecified),2%,-2%,2%,-1%,4,-9%,-21,2%,0,5%,-21%
CN1CCN(C(=O)C2CCN(S(=O)(=O)c3ccccc3[N+](=O)[O-])CC2)CC1,-8%,6%,1%,-2%,9,.,?,-1%,.,1%,.
Cc1cccc(C(=O)OCC(=O)NCc2ccco2)c1,1%,-2%,-4%,-1%,-17,.,6,-3%,.,-8%,.
